# GRP78 ERSR act = ER stress response induction in glioma; U87-MG GRP78 promoter luciferase reporter, 16 h; Potency, µM, for inactives: at the top dose activation, usual class: activators; 0.02% of 420,000 active; also: potency is read from the fitted curve at half-maximal effect; series mostly up to about 76 µM; % of control where 0% means no effect; nearly all actives have a fitted effect of over 35% in size
#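 Stably transfected U87-MG glioma cells carrying a GRP78-based luciferase sensor; 16 h compound incubation. Luminescence end-point read 10 min after Bright-Glo addition at room temperature.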
# USP1-UAF1 inh = inhibitors of human USP1/UAF1 deubiquitinase; O94782; recombinant USP1/UAF1, Ub-Rhodamine cleavage fluorescence; Potency, µM (doses to about 57.1 µM), without a hit: at the highest dose activity change, negative = inhibition, usual class: inhibitors; 0.23% of 390,000 active; AID 743255; also: potency is read from the fitted curve at half-maximal effect; % is scaled to controls: 0 for no effect and ±100 for the full control effect; nearly all actives have a fitted effect of over 60% in size; inactives centre near -12
# Target sequence (O94782 whole entry, looked up): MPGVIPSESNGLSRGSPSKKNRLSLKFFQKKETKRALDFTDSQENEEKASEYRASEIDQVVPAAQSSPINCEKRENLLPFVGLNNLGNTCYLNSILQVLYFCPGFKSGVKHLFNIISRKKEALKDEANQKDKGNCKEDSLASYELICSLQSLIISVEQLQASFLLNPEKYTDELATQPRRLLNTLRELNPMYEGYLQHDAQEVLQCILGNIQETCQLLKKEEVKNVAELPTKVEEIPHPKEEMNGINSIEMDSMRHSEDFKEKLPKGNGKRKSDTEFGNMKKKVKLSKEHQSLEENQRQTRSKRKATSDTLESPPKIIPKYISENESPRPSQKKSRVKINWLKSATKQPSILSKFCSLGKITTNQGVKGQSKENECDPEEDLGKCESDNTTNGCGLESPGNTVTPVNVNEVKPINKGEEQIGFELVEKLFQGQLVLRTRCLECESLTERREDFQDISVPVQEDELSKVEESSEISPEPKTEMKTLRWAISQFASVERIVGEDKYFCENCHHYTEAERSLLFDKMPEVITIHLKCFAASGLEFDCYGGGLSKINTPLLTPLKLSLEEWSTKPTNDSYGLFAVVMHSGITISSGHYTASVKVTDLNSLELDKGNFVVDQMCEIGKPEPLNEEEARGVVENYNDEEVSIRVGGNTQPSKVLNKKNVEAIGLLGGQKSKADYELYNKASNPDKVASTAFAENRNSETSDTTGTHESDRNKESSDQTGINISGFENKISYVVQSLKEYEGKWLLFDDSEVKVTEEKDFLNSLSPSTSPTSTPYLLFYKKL
#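 Step one: compound is pinned into 1nM USP1/UAF1 in HEPES pH 7.8 buffer with TCEP. Step two: 15 min room-temperature incubation. Step three: Ub-Rho (150nM final) starts cleavage, tracked by fluorescence over six one-minute reads.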
# Vif-APOBEC3G blk = Vif-A3G binding inhibition; 0.076% of 410,000 active; HeLa A3G-eYFP + Vif (tagged APOBEC3G with the HIV-1 protein that degrades it), YFP fluorescence, overnight; Q9HC16; Potency, µM (doses to about 46.1 µM), without a hit: at the top dose activity, negative = active, usual class: inhibitors; AID 602310;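 also: potency is read from the fitted curve at half-maximal effect; % is scaled to controls: 0 for no effect and ±100 for the full control effect; nearly all actives have a fitted effect of over 60% in size; hits raise eYFP signal because A3G escapes Vif-driven loss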
#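 Read-out is eYFP fluorescence (Ex 488/Em 500-530) from Vif-expressing HeLa A3G-eYFP cells; more signal means A3G escaped Vif-mediated degradation. Cells plated overnight, compound pinned in, incubated overnight at 37 deg C.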
# RGS4 inhibitor = blocks human RGS4-accelerated GTP hydrolysis; Transcreener GDP fluorescence polarization, RGS4-accelerated GTP hydrolysis; AID 504845; 0.039% of 390,000 active; Potency, µM (top dose mostly 114 µM), without a hit: at the top dose activity change, negative = inhibition, usual class: inhibitors; also: potency is read from the fitted curve at half-maximal effect; % is scaled to controls: 0 for no effect and ±100 for the full control effect; nearly all actives have a fitted effect of over 75% in size; some results filed as inactive show a strong effect at the top dose
# Target sequence (P49798 whole entry, looked up): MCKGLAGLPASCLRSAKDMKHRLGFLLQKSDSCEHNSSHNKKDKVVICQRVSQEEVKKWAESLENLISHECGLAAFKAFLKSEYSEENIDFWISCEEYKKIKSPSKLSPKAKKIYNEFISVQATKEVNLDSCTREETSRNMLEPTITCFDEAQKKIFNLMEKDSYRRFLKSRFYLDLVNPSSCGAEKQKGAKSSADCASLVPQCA
#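 MLSMR compounds (23 nl, pin-transferred) preincubated 10 min at room temperature with a 500nM (2x) first reagent, then RGS4 at 900nM (2x) plus Transcreener GDP mix added; fluorescence polarization (620/688 nm) read before and after 90 min at 30 °C.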
# mIDH1 inhibitor = inhibitors of human mutant IDH1 R132H; O75874; IDH1-R132H enzyme, NADPH consumption, diaphorase/resazurin fluorescence; Potency, µM (titrated, usually from 76.6 µM), for the others: at the highest dose activity change, negative = inhibition, usual class: inhibitors; 0.093% of 390,000 active; AID 602179; also: potency is read from the fitted curve at half-maximal effect; % is scaled to controls: 0 for no effect and ±100 for the full control effect; nearly all actives have a fitted effect of over 65% in size
#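 IDH1-R132H (0.5 ug/mL dispensed) in pH 7.5 Tris buffer was preincubated 30 min with compound, then given a substrate mix of 0.016 mM NADPH and 2 mM alpha-KG for 80 min at room temperature; remaining NADPH was read by diaphorase/resazurin fluorescence.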
# LDHA block = LDHA (human) enzyme inhibition; purified LDHA, NADH/diaphorase-resazurin fluorescence; hits give low values; AID 1347041; P00338; activity change, % (values are at about 110 or 230 µM); 0.15% of 480,000 active; in the data active = activity change below about -30%; inconclusive = mostly about -25% to -30%;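 also: plate controls were DMSO wells for no effect and wells without enzyme for full effect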
#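 Human LDH5 at 2 nM final in Tris HCl pH 7.4 with 0.06 mM NADH and 0.2 mM pyruvate, reacted 5 minutes at room temperature. Remaining NADH coupled via diaphorase/resazurin; resorufin fluorescence read at 0 and 20 minutes, normalized to enzyme-free and DMSO wells.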
# TrxR1 substrate = is turned over as a substrate by rat TrxR1; O89049; purified TrxR1 substrate turnover, NADPH consumption readout; Potency, µM (series often up to 114 µM), for inactives: at the highest dose activity change, negative = substrate turnover; 0.01% of 390,000 active; also: potency is read from the fitted curve at half-maximal effect; % is scaled to controls: 0 for no effect and ±100 for the full control effect; nearly all actives have a fitted effect of over 50% in size
#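 Rat TrxR1, dispensed at 90 nM, was prereduced with 400 uM NADPH (final) for 5 min at ~22 deg C, then incubated with compound 15 min before 400 uM selenite. A first-read NADPH fluorescence drop versus no-compound background flagged substrates.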
# Vif-APOBEC3F blk = blocks the Vif interaction with APOBEC3F. HeLa A3F-eYFP + Vif (tagged APOBEC3F with the HIV-1 protein that degrades it), YFP fluorescence increase. Potency, µM (doses to about 46.1 µM), without a hit: top-dose activity, negative = active. 0.2% of 390,000 active. AID 602313; also: potency is read from the fitted curve at half-maximal effect; % of control where 0% means no effect; nearly all actives have a fitted effect of over 65% in size
#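 HeLa cells stably expressing A3F-eYFP plus Vif, plated and incubated overnight at 37 deg C, then exposed to compounds overnight at 37 deg C. Blocked degradation read as raised yellow fluorescence (Ex 488/Em 500-530).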
# TrxR1 inh = inhibitors of rat thioredoxin reductase 1; O89049; recombinant rTrxR1, NADPH fluorescence consumption, selenite substrate; Potency, µM (series often up to 114 µM), inactives show top-dose activity change, negative = inhibition, usual class: inhibitors; 1% of 390,000 active; AID 588453; also: potency is read from the fitted curve at half-maximal effect; % is scaled to controls: 0 for no effect and ±100 for the full control effect; nearly all actives have a fitted effect of over 65% in size
#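 Rat TrxR1 (90 nM in the dispensed reagent) was pre-reduced with 400 uM NADPH for 5 min at room temperature, then incubated with compound for 15 min. After 400 uM selenite was added, NADPH fluorescence (Ex 340/Em 450 nm) was followed for 8 min.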
# Numbers without * were called inactive; ? = inconclusive; · = not tested or not shown; & = joins results of further samples; [ ] = another dose, or the depositor's remark. Unless noted, calls follow the shape of the dose curve; as a rule, active = well fitted curve in the direction sought with a large enough effect; inconclusive = small, poorly fitted or top-dose-only effect, or another doubt; inactive = no such curve, though single readings can be large; an effect the other way counts as inactive or inconclusive. A portion of the library, so the mix of outcomes need not match the whole.
SMILES,GRP78 ERSR act,USP1-UAF1 inh,Vif-APOBEC3G blk,RGS4 inhibitor,mIDH1 inhibitor,LDHA block,TrxR1 substrate,Vif-APOBEC3F blk,TrxR1 inh
COc1ccc(N2CCN(C(=O)CN(Cc3ccc(Cl)cc3)S(C)(=O)=O)CC2)cc1,4.9%,-6.0%,-0.9%,22.0%,2.9%,3.2,5.7%,-11.7%,13.4%
COc1ccc(S(=O)(=O)N[C@@H](Cc2ccc(Cl)cc2)C(=O)N2CC[C@@]3(O)CCCC[C@H]3C2)cc1,3.0%,-1.9%,1.7%,-7.6%,2.2%,-3.7,-5.2%,·,-3.7%
O=C(c1ccco1)N1CCN(C(c2ccc(F)cc2)c2nnnn2CC2CCCO2)CC1 (stereo not drawn),-1.2%,4.4%,0.2%,17.9%,3.6%,-5.2,3.2%[57.1 µM],5.1%,12.4%[57.1 µM]
CN(C)C(=O)/N=N/C(=O)N(C)C,-0.7%,·,·,2.99µM*,·,·,-8.4%[57.1 µM],·,-3.5%[57.1 µM]
Cc1ccc(NC(=O)C(C)[n+]2ccccc2)cc1[N+](=O)[O-] (stereo not drawn),-5.7%,-4.2%,-0.3%,11.3%,-3.7%,-1.6,3.5%[57.1 µM],11.5%,1.9%[57.1 µM]
CCCN1CCC(NC(=O)Nc2ccccc2C(=O)OC)CC1,-4.4%,-3.5%,-2.6%,-6.0%,5.2%,2.3,35.2%[activator][57.1 µM],-5.4%,0.0%[57.1 µM]
CCCCNC(=O)Cn1nc(N2CCN(c3ccccc3OC)CC2)ccc1=O,2.0%,-21.9%,-2.9%,7.6%,1.9%,-9.0,1.9%[57.1 µM],3.6%,9.2%[57.1 µM]
O=[N+]([O-])c1ccc(CSCc2ccc([N+](=O)[O-])cc2)cc1,0.2%,-1.9%,-3.4%,7.8%,2.5%,-0.7,13.2%[57.1 µM],17.6%,-7.1%[11.4 µM]
O=S(=O)(NCCc1cn2ccccc2n1)c1ccc(-c2ccccc2)cc1,1.0%,-26.6%,4.9%,6.1%,-13.0%,-1.9,3.1%,2.6%,10.8%
Cn1nc(C(=O)Nc2cccc(Cl)c2)cc1C(=O)Nc1cccc(Cl)c1,-0.7%,-7.5%,-11.3%,-3.8%,-2.1%,-2.3,22.7%,-25.9%,11.6%
CC(=O)c1cccc(NC(=O)N2CCC(CN3CCCCC3)CC2)c1,-1.5%,-10.1%,0.8%,13.3%,-9.9%,-4.5,-10.2%,1.8%,-4.3%
c1ccc2c(c1)ccc1nnc(-c3ccc4c(c3)OCO4)n12,1.7%,-4.4%,-0.7%,-0.4%,0.4%,-6.2,10.1%,-0.3%,-10.1%
Cc1ccc(C)c(Cn2c3ccccc3c3cnn(CC(=O)NC4CCCCCC4)c(=O)c32)c1,-2.9%,-10.9%,-0.5%,-14.3%,5.6%,6.6,6.8%,1.7%,9.6%
CCCNC(=O)COC(=O)CCC(=O)c1ccc(F)cc1,-2.2%,-7.1%,-3.9%,39.4%,5.2%,-3.3,9.5%,-9.6%,24.5%
CS(=O)(=O)c1ccccc1C(=O)Nc1ccc2sccc2c1,2.7%,-17.4%,-1.0%,-5.3%,2.7%,-14.4,2.2%,2.2%,11.5%
CCOC(=O)c1cc(C)n(CC2CCC(C(=O)Nc3ccc(OCC)cc3)CC2)c1C (stereo not drawn),-2.3%,-10.8%,6.4%,21.3%,6.2%,-4.3,-19.5%,-0.6%,-22.0%
CCOC(=O)C1CCN(C(=O)COC(=O)COc2ccc(Cl)cc2)CC1,0.3%,-7.4%,-3.9%,1.0%,2.5%,-1.0,4.7%[57.1 µM],-6.3%,-3.5%
CC(=O)N1CCOCCOCCOCC1,0.5%,?,0.8%,-17.4%,3.3%,-1.0,-1.0%[57.1 µM],-9.1%,6.6%[57.1 µM]
C=CCn1cc(C(=O)NCc2ccc(Cl)cc2)c(=O)c2cc(S(=O)(=O)N(CC)CC)ccc21,-4.1%,-7.5%,0.1%,15.9%,3.4%,3.4,-4.3%,?,6.8%
Cc1ccc(-c2nn(-c3ccccc3)cc2/C=N/O)cc1,-0.6%,-16.6%,-6.6%,-2.2%,0.0%,-6.7,-19.7%,-29.1%,-19.7%
COc1ccc2[nH]c3c(=O)n(CCCCC(=O)N4CCC(C(N)=O)CC4)c(=S)[nH]c3c2c1,-0.9%,-13.0%,0.7%,-41.1%,-2.1%,-3.7,6.3%[57.1 µM],0.6%,-3.1%[57.1 µM]
CCCCn1c(N)c(N(CC(C)C)C(=O)c2ccc(OCC3CCCO3)cc2)c(=O)[nH]c1=O (stereo not drawn),-2.2%,-8.2%,0.2%,?,7.7%,-11.6,11.3%,-7.9%,22.4%
CCOC(=O)c1sc(NC(=O)c2cc(-c3ccccc3)nc3ccccc23)c(C#N)c1C,-5.6%,-20.7%,-2.3%,-40.2%[11.4 µM],-0.6%,-3.4,3.6%[57.1 µM],-2.6%,13.2%[57.1 µM]
C[C@H]1CN([C@@H](C)CO)C(=O)CCCn2nncc2CO[C@@H]1CN(C)S(=O)(=O)c1ccc(-n2cccn2)cc1,-1.1%,-8.2%,1.0%,·,-8.6%,-2.0,·,-2.0%,·
Cc1nnsc1C(=O)N/N=C/c1cccc(C(F)(F)F)c1,3.9%,-4.1%,5.8%,-4.9%,5.7%,-2.7,-9.3%[57.1 µM],1.2%,22.4%[57.1 µM]
# The list goes on:
SMILES,GRP78 ERSR act,USP1-UAF1 inh,Vif-APOBEC3G blk,RGS4 inhibitor,mIDH1 inhibitor,LDHA block,TrxR1 substrate,Vif-APOBEC3F blk,TrxR1 inh
Cc1cccc(NCc2n[nH]c(=S)n2-c2ccccc2)c1,0.2%,-9.2%,1.0%,-40.4%,-0.1%,-9.4,0.9%,-0.5%,-8.6%
COC(=O)C1=C(Nc2ccccc2NS(=O)(=O)c2ccc(C(F)(F)F)cc2Cl)CSC1,-0.1%,?,-7.3%,-5.8%,8.0%,3.7,-6.3%,-3.6%,-39.7%
CC(C)NC(=O)NC(=O)CN1C(=O)NC(Cc2c[nH]c3ccccc23)C1=O (stereo not drawn),-1.9%,-8.9%,-0.8%,-5.5%[56.9 µM],-6.8%,0.3,5.1%,-7.1%,33.7%
CC(C)C(=O)Nc1ccc(O)c(-c2csc(N)n2)c1,3.0%,-19.7%,-2.3%,-17.9%,0.0%,7.4,-2.0%[57.1 µM],5.3%,2.7%[57.1 µM]
COc1ccc(/C=N/NC(=O)C2(O)c3ccccc3-c3ccccc32)cc1,-4.0%,3.7%,-0.4%,12.2%,3.5%,-8.0,-11.4%,3.6%,-12.3%
CC(=O)c1cccc(S(=O)(=O)NCCc2csc3nc(-c4ccc(F)cc4)nn23)c1,-2.5%,-17.6%,3.9%,15.5%,-14.9%,3.8&-2.0,-2.5%[57.1 µM],0.2%,19.4%[57.1 µM]
c1ccc(Cn2nnc3c(NCC4CCCO4)ncnc32)cc1 (stereo not drawn),-2.1%,-4.6%,0.9%,0.9%,0.2%,-6.6,4.9%,-12.8%,12.6%
COc1ccc(CCNS(=O)(=O)c2csc(C(N)=O)c2)cc1OC,-0.4%,-8.0%,5.0%,-32.3%,0.5%,-4.5,0.9%,9.3%,13.0%
C=C(C)CNC(=S)N/N=C/c1ccc(N2CCOCC2)cc1,-0.8%,-13.8%,-3.7%,-7.1%,-6.1%,-6.5,49.1%[activator],-24.6%,1.6%
O=c1[nH]c(SCc2ccc(Br)cc2)nc2c1CCCC2,·,-20.8%,·,-3.6%,·,0.1,7.3%,·,12.2%
Cc1ccc(C)c(C(=O)COC(=O)CN2C(=O)C3C4C=CC(C4)C3C2=O)c1 (stereo not drawn),-4.1%,-16.7%,3.7%,12.9%,-6.2%,-5.0,1.0%,-0.4%,-1.8%
Cc1cc(C)n(-c2cc(N3CCN(C(=O)c4cccc(F)c4)CC3)ccc2[N+](=O)[O-])n1,-4.5%,-15.3%,2.8%,-13.1%,-2.4%,-1.8,-16.0%,4.5%,-17.0%
N#C/C(=C\C=C\c1ccccc1[N+](=O)[O-])C(=O)NCc1ccccc1,-15.2%,-12.9%,-22.9%,-5.7%,15.5%,-3.6,-11.6%,3.6%,?
CN(CC1COc2ccccc2O1)C(=O)c1ccc(Cl)c(S(=O)(=O)N2CCCCCC2)c1 (stereo not drawn),-2.1%,-7.8%,6.9%,-34.4%,-3.1%,2.8,6.3%,2.3%,3.9%
COc1ccc(NC(=O)CSc2nnc(-c3ccccc3Cl)n2Cc2ccco2)c(OC)c1,4.6%,-5.0%,-3.1%,-50.5%,7.5%,-5.7,21.9%[57.1 µM],-3.8%,-20.5%
CC(=O)N1[C@H](Cc2ccccc2)C=C[C@]1(C)C(=O)NCCc1c[nH]c2ccccc12,-1.0%,9.1%,2.9%,9.3%,-6.2%,-9.0,-3.5%,1.9%,12.2%

# Screens (PubChem BioAssay)
